Source: PubChem
CCT modulator = modulators of cytosolic chaperonin (CCT/TRiC) activity; purified chaperonin ATPase assay, HTRF ADP detection, 30 min; activity change, % (test concentration not listed), hits read low; hit rate 0.3% among 360,000; in the data active = activity change below about -30%; note: % is set by controls: 0 for no effect and ±100 for the full control effect
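TRiC (40 or 20 nM final, by batch activity) in 30 mM Tris pH 7.4, 100 mM KCl, 5 mM MgCl2, 1 mM DTT was treated with compound at 76 uM single dose, then 10 uM ATP, 30 min at 37 °C. ADP was read by HTRF Transcreener.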
PTHR1 agonist = PTHR1 (human) receptor agonism. HEK293 GP2 PTHR1 cells, GloSensor cAMP luminescence, 1 h. Potency, µM (series often up to 115 µM), for the others: at the top dose activation, hits mostly activators. hit rate 0.075% among 410,000; note: potency is the fitted concentration of half-maximal effect; nearly all actives have a fitted effect of over 55% in size; some results filed as inactive show a strong effect at the top dose; inactives centre near -15; many of its hits are not listed in these tables
Target sequence (Q03431 whole entry, looked up): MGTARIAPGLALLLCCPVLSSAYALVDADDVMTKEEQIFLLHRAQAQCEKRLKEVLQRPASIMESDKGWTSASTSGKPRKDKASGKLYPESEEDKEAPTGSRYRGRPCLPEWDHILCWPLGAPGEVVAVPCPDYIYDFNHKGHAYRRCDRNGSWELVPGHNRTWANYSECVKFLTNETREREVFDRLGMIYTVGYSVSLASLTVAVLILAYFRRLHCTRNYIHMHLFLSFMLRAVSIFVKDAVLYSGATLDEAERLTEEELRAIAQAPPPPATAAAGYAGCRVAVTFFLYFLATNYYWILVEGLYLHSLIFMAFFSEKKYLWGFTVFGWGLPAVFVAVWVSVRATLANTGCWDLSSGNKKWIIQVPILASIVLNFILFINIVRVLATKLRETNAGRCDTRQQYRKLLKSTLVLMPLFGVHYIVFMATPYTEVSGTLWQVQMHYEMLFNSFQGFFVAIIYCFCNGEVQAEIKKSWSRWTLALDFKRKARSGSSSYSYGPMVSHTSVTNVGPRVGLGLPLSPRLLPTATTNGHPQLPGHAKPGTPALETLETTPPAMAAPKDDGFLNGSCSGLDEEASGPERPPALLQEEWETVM
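HEK-293-derived GP2 cells expressing PTHR1 and a GloSensor cAMP reporter, 3,000/well, plated overnight, given luciferin plus IBMX (each 0.5 mM as added) for 1 h at 37 °C, then compound for 1 h at 37 °C. Luminescence was read after 15 min at room temperature.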
pAkt inh = Akt phosphorylation inhibition. hit rate 0.32% among 360,000. Neuro2A IGF-stimulated pAkt S473 HTRF, 20 min; hits give low values. activity change, % for hits at 50 µM; in the data active = activity change below about -80%; inconclusive = mostly about -51% to -80%; note: % is set by controls: 0 for no effect and ±100 for the full control effect
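Neuro2A cells in DMEM with 0.5% FBS, overnight at 37 deg C, given compound at single 50 µM final, then IGF (6 nM final) for 20 min at 37 deg C. Lysed; phospho-Akt Ser473 by HTRF after 24 h, 665/615 ratio.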
EPAC2 antag = EPAC2 (human) antagonism; Q8WZA2; EPAC2 GEF exchange of Rap1B-BODIPY-GDP, fluorescence; Potency, µM (doses to about 114 µM), without a hit: at the highest dose activity, negative = inhibition, actives largely listed as inhibitors; hit rate 0.18% among 360,000; AID 720708; note: potency is the fitted concentration of half-maximal effect; % is set by controls: 0 for no effect and ±100 for the full control effect; nearly all actives have a fitted effect of over 45% in size; many of its hits are not listed in these tables
D3 antag = D3 dopamine receptor (human) antagonism. P35462. D3R cells, DiscoveRx beta-arrestin luminescence, antagonist mode; hits give low values. max response, negative = inhibition, %. hit rate 2.5% among 360,000. AID 652054; in the data active = max response below about -50%; inconclusive = no clear call, values can overlap the other calls; note: % is set by controls: 0 for no effect and ±100 for the full control effect; mostly tested at two doses, the higher about 12 µM
Target sequence (P35462 whole entry, looked up): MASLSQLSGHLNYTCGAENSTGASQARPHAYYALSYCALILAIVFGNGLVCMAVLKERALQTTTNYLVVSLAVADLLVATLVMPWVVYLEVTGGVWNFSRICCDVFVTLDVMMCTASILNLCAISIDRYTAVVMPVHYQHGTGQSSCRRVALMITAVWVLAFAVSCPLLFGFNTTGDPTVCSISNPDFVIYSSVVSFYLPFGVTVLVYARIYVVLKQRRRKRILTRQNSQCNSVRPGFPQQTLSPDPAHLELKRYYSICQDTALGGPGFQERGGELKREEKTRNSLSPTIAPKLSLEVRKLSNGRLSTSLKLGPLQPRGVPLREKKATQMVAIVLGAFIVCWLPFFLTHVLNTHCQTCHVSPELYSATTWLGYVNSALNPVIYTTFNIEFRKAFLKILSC
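Cells expressing the human receptor were seeded at 1500 cells/well, incubated overnight at 37 degrees C in 5% CO2, then exposed to library compounds with dopamine controls for 90 minutes at 37 degrees C before luminescent detection.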
Mm-Cpn inhibitor = inhibitors of Methanococcus maripaludis chaperonin (MmCpn) | purified Mm-Cpn ATPase, ADP Transcreener TR-FRET | Potency, µM (series often up to 76.9 µM), inactives show top-dose activity, negative = inhibition, most hits filed as inhibitors | hit rate 0.031% among 330,000; note: potency is the fitted concentration of half-maximal effect; % is set by controls: 0 for no effect and ±100 for the full control effect; nearly all actives have a fitted effect of over 80% in size
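Quantitative HTS used 25 nM Mm-CPN and 10 uM ATP in magnesium/KCl Tris buffer, pH 7.4, with 1 mM DTT. Hydrolysis ran 30 min at 37°C; ADP was read by HTRF.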
EPAC2 agonist = agonists of human EPAC2 (RAPGEF4); hit rate 0.079% among 360,000; Q8WZA2; Potency, µM (series often up to 154 µM), without a hit: at the highest dose activation, actives largely listed as activators; EPAC2 activation, biochemical qHTS; response scale: 100% = 6.5 mM cAMP response; note: potency is the fitted concentration of half-maximal effect; nearly all actives have a fitted effect of over 50% in size
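In this primary screen, activation is scored as increased exchange of BODIPY-GDP from Rap1B by 100 nM EPAC2, with 50 uM GDP as competitor. Signal is normalized to the 6.5 mM cAMP agonist control.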
DRD3 agonist = D3 dopamine receptor (human) agonism. P35462. D3R DiscoveRx beta-arrestin cells, luminescence, 90 min. max activation, %. hit rate 0.58% among 410,000. AID 652048; in the data active = max activation above about 30%; note: 0% is about no effect; mostly tested at two doses, the higher about 12 µM
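Agonist mode: compounds and dopamine controls were applied to plated cells for 90 min at 37 degrees C after an overnight attachment at 1500 cells/well. Luminescent read-out followed 30 - 60 minutes at room temperature with DiscoveRx detection reagent.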
Active calls of the source: *; i = inactive; ? = inconclusive; nt = not tested or not shown; & = joins results of further samples; [ ] = another dose, or the depositor's remark. Unless noted, calls come from the whole dose curve; as a rule, active = well fitted curve in the direction sought with a large enough effect; inconclusive = small, poorly fitted or top-dose-only effect, or another doubt; inactive = no such curve, though single readings can be large; an effect the other way counts as inactive or inconclusive. A portion of the library; count on the stated rates, not on these rows.

molecule,EPAC2 antag,pAkt inh,DRD3 agonist,CCT modulator,D3 antag,EPAC2 agonist,Mm-Cpn inhibitor,PTHR1 agonist
COc1cccc(CN2CCCC(N3CCc4ccccc4C3)C2)c1O (centres undefined),6%,i,-12,-0.1,-26,0%,1%,i
Cc1cccc(-n2nc([N+](=O)[O-])c(=NCc3cccnc3)n2O)c1,3%,i,8,2.8,17,-3%,1%,-1%[57.5 µM]
COc1ccccc1CCC(=O)N1CCN(S(=O)(=O)c2cccc(F)c2)CC1,6%,i,1,0.5,9,-2%,-2%,i
Cc1ccnc(NC(=O)CCC2COc3ccccc3O2)c1 (centres undefined),-7%,i,-2,0.9,-16,2%,3%,i
CC(=O)Nc1ccc(S(=O)(=O)Nc2nc3ccccc3nc2N2CCCC2)cc1,8%,i,2,1.2,-18,-4%,-5%,-8%
COC(=O)c1sc(NC(=O)COc2cccc(C)c2)nc1C,5%,i,-1,-1.0,6,2%,0%,i
COc1ccc(C2CC(c3ccccc3)=NN2C(=O)COC(=O)c2ccc(S(C)(=O)=O)cc2)cc1 (centres undefined),2%,i,-2,-2.8,12,9%,-8%,-10%
CCN(CC)C(=O)Cn1cc(SCC(=O)NC)c2ccccc21,2%,i,-3,-0.7,-16,1%,3%,i
O=C(NCC(=O)N1CCN(c2ccccc2O)CC1)c1ccc2c(c1)OCO2,7%,i,-9,-2.0,-18,12%,-2%,i
O=C(CN1CCN(C(=O)N2CCOCC2)CC1)Nc1cc(Cl)ccc1Cl,0%,i,-8,-0.2,-4,7%,0%,i
Oc1ccc(-c2csc(Nc3ncccn3)n2)cc1,0%,i,7,0.8,6,-3%,0%,-32%
C[C@H](CO)N1C[C@H](C)[C@@H](CN(C)Cc2ccc3c(c2)OCO3)Oc2c(NS(C)(=O)=O)cccc2C1=O,14%,i,2,-3.0,39,-9%,2%,-1%
Cc1ccc(CSCC(=O)N(C)CC(=O)Nc2cccc(F)c2)cc1,-15%,i,-1,-4.5,-23,8%,-3%,-19%
CC(C)CCNC(=O)C1CCC(CNc2c(N3CCCC3)c(=O)c2=O)CC1 (centres undefined),2%,i,1,-1.8,-6,-2%,-1%,-9%
Cc1ccnc(NC(=O)CCC(=O)N(CC(=O)NCc2ccccc2)Cc2ccc(F)cc2)c1,3%,i,2,-0.1,1,4%,-1%,i
CCOc1ccc(S(=O)(=O)N(C)CCO)cc1-c1nc2c(C(C)(C)C)nn(C)c2c(=O)[nH]1,7%,i,2,0.9,10,8%,?,-12%
CCOc1ccccc1NC(=S)N(CCCN1CCOCC1)Cc1cn(C)c2ccccc12,-21%,i,-19,-2.3,-14,3%,-1%,-13%
CCOC(=O)/C(=N\Nc1cc(Cl)ccc1Cl)N1CCN(C)CC1,3%,i,-18,0.4,5,3%,2%,i
CCCCSc1nnc2nc(C)cc(C)n12,-8%,i,4,1.8,-58*,14%,3%,-16%
C#CCOCCOCCOCCNc1nc(N2CCN(C(=O)CCCCCCCCCCNC(=O)Cn3cc(C[C@@H](C)O)nn3)CC2)nc(N2CCN(C(=O)CCCCCCCCCCNC(=O)[C@H](CCCN=C(N)N)n3cc(C[C@@H](C)CC)nn3)CC2)n1,-26%,i,4,2.2,43,-14%,1%,?
CCc1ccccc1NC(=O)c1cc(-c2ccc3c(c2)OCO3)on1,33%[activator],i,4&-9,-1.3,-18,6%,1%,-10%
CCOC(=O)C(=CNc1ccc2c(c1)nnn2-c1ccc(Cl)cc1)C(=O)OCC,31%[activator],i,11,2.4,123,-15%,3%,-1%
O=C(NCC(c1cccnc1)N1CCN(c2ccc(F)cc2)CC1)OCc1ccccc1 (centres undefined),-3%,i,-6,-4.4,0,3%,-2%,-62%[inhibitor][57.5 µM]
CCCc1cc(=O)[nH]c(N2CCN(Cc3ccc4c(c3)OCO4)CC2)n1,10%,i,-14,-0.7,1,2%,-1%,?
Cc1cc(C)nc(N/N=C/c2ccccc2OCc2ccc([N+](=O)[O-])cc2)n1,-5%,i,5,-2.7,55,-10%,1%,-95%[inhibitor]
CCCC(=O)Nc1nnc(SCC(=O)NCc2cccs2)s1,7%,i,1,0.4,16,-4%,-2%,i
CC(C)(C)c1ccccc1OCC(=O)Nc1ccccc1C(=O)NCc1cccnc1,?,i,9,-0.2,67,-1%,2%,-68%[inhibitor]
Brc1ccc(CN2C3=NCCCN3c3ccccc32)cc1,-1%,i,0,-2.0,6,4%,2%,-11%
Cc1cc(C(=O)Nc2nc(C)c(C(=O)N(C)C)s2)ccc1[N+](=O)[O-],7%,i,-5,-0.3,-16,0%,1%,-42%
O=C(O)CC1(CC(=O)NCc2ccccn2)CCCCC1,1%,i,0,0.5,-3,6%,-2%,i
COc1cccc(N2CCN(C(=O)C3CCN(S(=O)(=O)c4ccc5c(c4)CC(C)N5C(C)=O)CC3)CC2)c1 (centres undefined),-2%,i,10,0.5,32,2%,2%,-26%
COc1ccc(S(=O)(=O)N(CC(=O)NCc2cccnc2)c2ccc(C)cc2)cc1OC,-3%,i,-4,0.3,48,4%,-3%,i
Cc1cc(C(=O)OCC(=O)N2CCCC2)c2ccccc2n1,-8%,i,0,-1.7,-5,8%,-1%,-5%
O=C(CSc1nc2ccccc2c(=O)n1CCCO)NCc1ccccc1,-2%,nt,4,-0.5,4,14%,0%,-6%[57.5 µM]
Cc1c(NC(=O)c2cc(-c3ccc(O)cc3)on2)c(=O)n(-c2ccccc2)n1C,-27%,i,-14&-17,-6.0,0,-9%,3%,-21%
CC12CN3CCN(CC(C3)/C1=N/N=C/c1cccc([N+](=O)[O-])c1)C2,8%,i,-10,-9.8,12,0%,2%,i
CCOC(=O)C1(Cc2cccc(F)c2)CCN(CC2CC2)CC1,-8%,i,-22,1.4,-9,3%,5%,i
CCOc1ccc(Cl)cc1-c1cc(C(=O)Nc2ccc(C(C)C)cc2)[nH]n1,-12%,i,0,1.1,0,-1%,nt,-9%
O=C(Cn1cnnn1)Nc1ccccc1Cc1ccccc1,2%,i,0,-0.9,11,-3%,-5%,i
Cc1ccc(/C=N/Nc2ccc(Cl)nn2)cc1,3%,i,2,-2.9,-3,12%,1%,-1%
Cc1cccc(OCCC(=O)NNC(=O)c2ccoc2C)c1,2%,i,-1,0.8,-4,9%,1%,-6%
COc1ccccc1C(=O)NCCC(=O)N1CCN(S(=O)(=O)c2ccccc2C(F)(F)F)CC1,-1%,i,-3,-3.5,6,-2%,-2%,-2%
O=c1nc(N2CCOCC2)ccn1-c1nc(-c2ccccc2)sc1-c1ccccc1,10%,i,2,-0.9,4,-4%,?,-2%
COc1ccc(-c2csc(NC(=O)CS(=O)(=O)c3ccccc3)n2)c(OC)c1,-18%,i,1,1.4,11,10%,nt,-65%[inhibitor]
CS(=O)(=O)Cc1ccc(C(=O)NC2CCSc3ccccc32)cc1 (centres undefined),-1%,i,7,-0.5,2,18%,-2%,-21%
Cn1c(SCC(=O)Nc2cccc(F)c2)nc2c(c1=O)SCC2,10%,i,11,-3.5,24,4%,-1%,-38%[inhibitor]
CC(=O)c1c(CC(=O)O)[nH]n(-c2nc3ccccc3s2)c1=O,-4%,i,6,-2.7,-15,2%,-1%,-62%[inhibitor][57.5 µM]
COC(=O)[C@]1(Cc2ccccc2)N[C@H](CN(C)C(=O)Nc2ccc(Cl)cc2)[C@@H]2C(=O)N(C)C(=O)[C@@H]21,-8%,i,-37,-1.4,17,0%,3%,2%
CC1CCCN(C(=O)Cn2c(=O)oc3ccccc32)C1 (centres undefined),4%,i,0,1.0,26,-4%,2%,i
O=[N+]([O-])c1ccc(NCCCO)c(S(=O)(=O)N2CCOCC2)c1,3%,i,6,-3.5,8,-6%,-2%,-15%
Cc1cccc(Nc2nc(N)c([N+](=O)[O-])c(N3CCOCC3)n2)c1,-12%,i,-11,-2.2,13,0%,2%,-10%
COc1ccc(-c2cc(C(F)(F)F)n3nc(C(=O)Nc4c(C)n(C)n(-c5ccccc5)c4=O)c(Cl)c3n2)cc1,7%,i,-1,0.2,2,-2%,-10%,i
O=C(N/N=C/c1ccc(-c2ccccc2[N+](=O)[O-])o1)[C@H]1C[C@@H]1c1ccccc1,9%,i,-26,0.2,-19,2%,2%,i
O=C(CCN1C(=O)CC1c1ccco1)N1CCOCC1 (centres undefined),12%,i,-2,-1.1,-22,7%,nt,i
Cc1ccc(C)c(C(=O)CN2C(=O)c3ccccc3S2(=O)=O)c1,0%,nt,15,0.1,3,9%,-5%,-20%[57.5 µM]
O=C(CSc1nncs1)NC(=O)NC1CCCC1,6%,i,-2,-1.0,-19,9%,-1%,9%
Cc1ccc(C(C)C)c(OCC(=O)NNC(=O)Cc2ccc(S(=O)(=O)N3CCOCC3)s2)c1,4%,i,-2,-1.2,14,-4%,1%,i
Cc1cc(C(C)(C)C)cc(S(=O)(=O)NCCO)c1C,8%,i,-1,-1.1,?,-23%,1%,-6%[57.5 µM]
Cn1ncc2c(=O)[nH]cnc21,10%,i,5,1.3,2,3%,0%,i
CCOc1ccc(Cl)cc1/C=N/O,-1%,i,1,-1.8,10,-8%,-3%,4%[57.5 µM]
